Bioassay records: PubChem BioAssay, Broad Institute
Cneo AK release – Cryptococcus neoformans lysis via adenylate kinase release; C. neoformans lysis, adenylate kinase release luminescence, 4 h; normalised: neutral wells 0, clomiphene wells 100; lysis activity, % at 15 µM; actives 0.2% (n = 360,000);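 active = mean lysis activity across replicates of at least 80%, whatever share of replicates individually reach that level; inactive = mean lysis activity below 80%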
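Assay system: Cryptococcus neoformans yeast cells / Dosing: single-point compound dose / Timing: 4 h at 37 °C static, read 1 h later / Measured by: luminescence of released adenylate kinase using an AK detection reagent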
PGC1a acetyl inh – modulators of PGC1a acetylation. U2OS PGC1a acetylation, AlphaScreen anti-acetyl-lysine; with virally co-expressed GCN5 acetyltransferase. inhibition, % at 15.6 µM. actives 0.17% (n = 350,000). AID 651687;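 active = every replicate shows inhibition of at least 40%; inconclusive = mean inhibition at least 40% but some replicate below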;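 also: 0% = neutral control wells and 100% = positive control wells; some results beyond the cut were filed as inactive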
Statin myotox sup – suppressors of simvastatin-induced myotoxicity in C2C12 myotubes; AID 602340; actives 0.78% (n = 330,000); ATP luminescence, 48 h; scaled: DMSO 0, geranylgeraniol control 100; rescue of ATP level, % at 7.49 µM;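 active = mean ATP rescue above about 67%, or every replicate alone reaching that limit, limit read from the data, passing the limit was not always enough; inconclusive = no clear call, values can overlap the other calls; inactive = mean under the limit and some replicate under it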;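 also: myotubes were challenged with 10 µM simvastatin during compound exposure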
miR-122 sensor – inhibitors of miR-122 in Huh7 cells. actives 0.3% (n = 340,000). Huh7 miR-122 Renilla luciferase sensor, 48 h; neutral wells = 0, positive control = 100. activation (reporter increase), % at 12.5 µM;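 active = mean replicate activation score at least 90 and every replicate individually at or above 90; inconclusive = only one of the two criteria met; inactive = neither criterion met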;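 also: higher luciferase means less miR-122 activity so hits act as miR-122 inhibitors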
PglD DTNB – inhibitors of Campylobacter jejuni PglD acetyltransferase | inhibition, % at 12.5 µM | AID 602405 | actives 0.098% (n = 360,000) | purified PglD enzyme, DTNB colorimetric CoA detection; in the data active = inhibition above about 16%, passing the limit was not always enough; inconclusive = no clear call, values can overlap the other calls; also: strong numbers were not always called active
F508del corr – CFTR F508del correction in bronchial cells. CFBE cells, YFP halide quenching; stimulated with forskolin plus potentiator P3; % fluorescence drop versus neutral controls. activity (quench increase), % at 7.58 µM. actives 0.36% (n = 350,000). AID 720511;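 active = mean added fluorescence quench of at least 8% versus neutral control, with both replicates also reaching 8%; inconclusive = only one of the mean or replicate conditions met; inactive = mean below 8% and not both replicates reaching 8%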;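 also: cells transiently co-express mutant CFTR-F508del with the halide-sensitive YFP; corrector assay measuring rescue of mutant channel to the surface after 24 h compound exposure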
FN deposit inh – fibronectin deposition inhibition; AH1F fibroblasts, Alexa488-fibronectin deposition fluorescence, overnight; inhibition, % at 12.6 µM; actives 0.086% (n = 350,000); AID 743247;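 active = mean inhibition across replicates of 30% or more, regardless of how many single replicates reach that level; inconclusive = mean under 30% yet at least half of replicates reach 30%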;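 also: positive control wells lacked labelled fibronectin entirely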
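Material – AH1F fibroblast monolayer, labelled fibronectin deposition · Reagent – labelled fibronectin 24 nM · Timing – 1 h adhesion, overnight exposure · Measured by – fluorescence at 485 nm excitation, 525 nm emission · Read-out – inhibition of fibronectin deposition signal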
INS-1E GSIS act – primary screen for activators of insulin secretion dependent on glucose, INS-1E cells, GLuc reporter luminescence | INS-1E GLuc reporter insulin secretion, 2-3 h | activation, % at 16.6 µM | actives 0.61% (n = 370,000) | AID 743287;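 active = lowest replicate activation of at least 40%, so every replicate reaches that level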;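 also: 0% = median of neutral control wells and 100% = median of IBMX positive control wells; some compounds called inactive have numbers as strong as hits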
An asterisk follows results filed as active; ? = inconclusive; . = not tested or not shown; & = joins results of further samples; [ ] = dose if it differs, or a comment.

Below each SMILES – Cneo AK release, PGC1a acetyl inh, Statin myotox sup, miR-122 sensor, PglD DTNB, F508del corr, FN deposit inh, INS-1E GSIS act
> O=C(Nc1nc2c(s1)CCCC2)C1COc2ccccc2O1 (stereo not given)
    -4, -33, -17, 3, -3, -1.2, -14, .
> COc1ccc(N2C(=O)CCC(C(=O)Nc3cccc(C)n3)C2c2ccc(OC)c(OC)c2)cc1 (stereo not given)
    2, -6, 1, -3, -68, ., -6, .
> C[C@H](CO)N1C[C@H](C)[C@@H](CN(C)C(=O)C2CC2)Oc2ncc(C#CC3CCCC3)cc2C1=O
    2, -1, 4, 10[16.7 µM], 0, 2.5, 5, -7
> COc1ccc(S(=O)(=O)N(C)C[C@H]2OCCCC[C@@H](C)Oc3ccc(NC(=O)CCCCCC(=O)Nc4ccccc4N)cc3C(=O)N([C@H](C)CO)C[C@@H]2C)cc1
    2, -7, -4, -14[16.7 µM], 3, 1.1, 2, 3
> O=C(/C=C/c1ccccc1O)c1ccco1
    0, 18, 11, 8, 6, 0.8, -1, -12
> O=C(O)c1ccc(/C=N/NC(=O)c2ccc(CN3c4cccc5cccc(c45)S3(=O)=O)cc2)cc1
    ., 16, ., ., ., 0.8, -5, -5
> CC(=O)c1c(NCc2ccccc2)nc(=O)n(-c2ccccc2)c1C
    0, 12, -7, -17, 3, ., 12, .
> O=C(COC(=O)Cn1cnc2ccccc2c1=O)Nc1ccc2c(c1)OCO2
    -1, ., 9, 1, 5, -1.3, -2, 7
> COc1ccc(NC(=O)Nc2ccc3c(c2)C(=O)N([C@@H](C)CO)C[C@H](C)[C@H](CN(C)C(=O)c2ccccc2)OCCCC[C@@H](C)O3)cc1
    3, 3, 15, -4[16.7 µM], 6, -0.8, ., 1
> Cc1cc(C(=O)N/N=C\C(Br)=C\c2ccccc2)c(C)o1
    ., -85, ., 1, ., -1.3, 11, -6
> COC(=O)c1ccccc1NC(=O)n1cc(C)cn1
    1, ., ., -2, 0, ., 1, .
> CCC(Oc1ccccc1)C(=O)N1CCN(c2ccccn2)CC1 (stereo not given)
    4, -15, 15, -3, -1, ., ., .
> COc1ccc(-c2oc3ccccc3c(=O)c2OC(=O)c2ccc(C)cc2)cc1
    0, 13, -3, 7, 2, ., ., .
> CCOCC(=O)Nc1cc(-c2cn3cccnc3n2)ccc1C
    -2, -7, 31, 9, 3, -2.5, ., 12
> O=C(O)c1cn(-c2ccccc2)c(=O)c2ccccc12
    2, 6, 3, -3, 1, ., -2, .
> C[N+]1=C(/C=C/Nc2ccccc2Cl)C(C)(C)c2ccccc21
    0, 2, ., 7, 8, ., ., -28
> COc1cc(NC(=O)C/C(C)=N/NC(=O)C2CCCCC2)c(OC)cc1Cl
    0, ., 34, 3, -2, -2.4, 3, -17
> COc1ccc(-c2nc3ccccc3s2)cc1O
    -9, 0, ., 14, 4, ., -2, .
> CCS(=O)(=O)N1[C@H](CO)[C@@H](c2ccccc2)C12CN(C(=O)C1CC1)C2
    ., 12, ., ., ., 2.4, -11, 7
> Cc1ccc(NC(=O)c2ccc(CSc3nnc(C)s3)cc2)cc1
    14, -6, ., -2, -5, ., ., .
> Cc1ccc(S(=O)(=O)N(C)C[C@H]2OCCCC[C@H](C)Oc3ccc(NC(=O)Cc4ccccc4)cc3C(=O)N([C@H](C)CO)C[C@@H]2C)cc1
    57, 6, ., 18[16.7 µM], -6, -5.5, -6, -51
> CCOC(=O)C1=C(O)c2ccccc2C(=O)/C1=C\c1ccc(CC)cc1
    -6, -8, 5, 2, -1, ., ., .
> O=C(NNC(=S)NC1CCCCC1)c1ccccc1O
    -2, ., -16, 17, -4, 0.0, ., -14
> C[C@@H]1CN([C@H](C)CO)S(=O)(=O)c2ccc(Br)cc2O[C@@H]1CN(C)Cc1ccncc1
    2, -6, 3, 9[16.7 µM], -1, 4.6, 5, 5
> COc1ccc(C(=O)CSc2nnc(CNC(=O)c3ccccc3F)n2C)cc1OC
    -9, -12, -2, -15, 2, -2.3, 3, 5
> CC(=O)c1ccc(OCC(=O)NCCC2=CCCCC2)cc1
    -3, -9, 3, -2, 0, -0.4, -8, -14
> CCOc1ccc(CCNC(=O)c2c(C)nn(-c3ccccc3)c2Cl)cc1OCC
    7, -6, 2, 0, 2, -0.2, -1, -5
> CCC(=O)N1CCCC1(C)C(=O)NCc1ccc(SC)cc1 (stereo not given)
    4, -7, -6, 5, -2, 2.4, 2, .
> COc1cccc(-n2c(=O)c3ccccc3n(CC(=O)NCC3CCCO3)c2=O)c1 (stereo not given)
    0, ., 9, -2, -4, -0.3, 8, 75*
> C[C@H](CO)N1C[C@H](C)[C@@H](CN(C)S(=O)(=O)c2ccc(Cl)cc2)OCCCC[C@H](C)Oc2ccc(NC(=O)Nc3cccc4ccccc34)cc2C1=O
    12, -4, ., -3[16.7 µM], -1, -0.3, 7, -28

Below each SMILES – Cneo AK release, PGC1a acetyl inh, Statin myotox sup, miR-122 sensor, PglD DTNB, F508del corr, FN deposit inh, INS-1E GSIS act
> CC(=O)c1ccc(OCC(O)CN2CCCC(C)C2)cc1 (stereo not given)
    0, -1, 12, 1, 1, -2.2, 2, .
> Cc1noc(NS(=O)(=O)c2ccc(NC(=O)COc3ccccc3)cc2)c1C
    2, -7, 28, -7, 2, ., -7, 13
> COc1ccc2[nH]c(=O)c(-c3noc(-c4ccc(F)cc4)n3)cc2c1
    -6, ., ., -5, 6, ., 2, .
> C[C@@H]1CN([C@@H](C)CO)C(=O)c2cccc(NS(=O)(=O)c3ccccc3)c2O[C@H]1CN(C)Cc1ccc(Cl)c(Cl)c1
    -7, -10, 4, -3[16.7 µM], -1, 0.5, ., -39
> CCOC(=O)C(NC(C)=O)C(=O)Nc1c(C)cccc1C (stereo not given)
    ., -5, 3, -3, ., 4.3, -8, 1
> CCOC(=O)c1c(NC(=O)CSc2nc3ccc(C)cc3[nH]2)sc2c1CC(C)(C)NC2(C)C
    0, ., -6, ., -1, 1.0, -1, -16
> Cc1nn(-c2ccccc2)c(-c2ccccc2)c1C(=O)O
    3, 9, -3, -1, ., ., ., 36
> CC(C)OCCCNC(=O)Cn1ccc2cc(S(=O)(=O)N3CCCCC3)ccc21
    11, -37, -12, 2, 3, -1.1, 19, -1
> CC1CCCC(NC(=O)CN(C)CC(=O)Nc2cccc(F)c2)C1C (stereo not given)
    0, -2, 0, 2, 3, -2.2, -2, .
> O=C(C1CCN(S(=O)(=O)c2cccc3nsnc23)CC1)N1CCCCC1
    -2, 3, 25, ., -2, 0.0, 14, -2
> O=C(Nc1cccc(Cl)c1)N(CCN1CCOCC1)Cc1cccc(Cl)c1
    -3, -6, -13, ., -1, 3.5, ., -19
> Nc1nc(-c2ccc(Cl)cc2Cl)cn1N
    3, 7, -4, 5, -4, ., ., .
> O=C(c1ccccc1)N1CCN(C(=O)c2nn3c(C(F)(F)F)cc(-c4ccco4)nc3c2Cl)CC1
    -11, ., -21, ., -8, 3.2, 8, 5
> CCCc1c(C)nc(N2CCN(c3ccccc3F)CC2)[nH]c1=O
    -6, ., -16, ., 3, -1.6, -8, 9
> C[C@@H]1CCCCO[C@@H](CN(C)C(=O)Nc2ccc(F)cc2)[C@H](C)CN([C@@H](C)CO)C(=O)c2cc(NS(=O)(=O)c3ccc(F)cc3)ccc2O1
    -3, -10, ., 1[16.7 µM], 0, 1.9, 9, 13
> NS(=O)(=O)c1ccc(CCNC(=O)C2CCCN2C(=O)OCc2ccccc2)cc1 (stereo not given)
    4&0, 3, 7, -1, -1&2, ., -16, .
> O=C(CN1CCN(Cc2ccccc2F)CC1)Nc1ccccc1Cl
    0, -1, 2, -6, -3, -1.1, 0, 24
> O=C(c1c(F)cccc1F)N1CCN(c2cccc(C(F)(F)F)c2)CC1
    -1, -3, ., 0, 11, ., ., .
> C[C@@H]1CN([C@@H](C)CO)C(=O)c2cc(-c3cncnc3)cnc2O[C@H]1CN(C)C(=O)c1ccccc1F
    1, 2, 1, -8[16.7 µM], -2, 1.1, ., 0
> C/C(=N/NC(=O)CC1N=C(Cc2ccccc2)NNC1=O)c1cccnc1 (stereo not given)
    ., 7, ., -2, ., -0.7, -5, -16
> CC(C)(C)C(=O)NC(=S)Nc1ccccc1C(N)=O
    -1, -5, ., -1, -2, ., ., 16
> C/C=C/COC(=O)c1[nH]c2c(c1C)C(=O)CC(c1ccco1)C2 (stereo not given)
    -1, -3, -40, ?, 7, -3.2, -21, -1
> O=C(NCc1ccco1)C1CCCN(S(=O)(=O)c2ccc(Cl)cc2)C1 (stereo not given)
    -1, -21, 0, 19, -1, ., 5, .
> CCNC(=O)C[C@H]1CC[C@@H]2[C@H](COc3ccc(NC(=O)Nc4ccccc4Cl)cc3C(=O)N2C)O1
    -3, -4, -5, 8[16.7 µM], 0, 0.1, -40, -11
> CC(=O)NC1C(=O)N(CCN2CCOCC2)c2ccc(Cl)cc21 (stereo not given)
    -1, ., -2, ., 25*, -0.8, 11, -15
> CCC(=Nc1ccccc1OC)C1=C(O)CC(c2ccccc2)CC1=O (stereo not given)
    -6, -2, -6, -5, 2, -1.2, -9, -6
> COc1cccc(NC(=O)N2C[C@@H](O)COC[C@@H]3O[C@@H](CC(=O)NC4Cc5ccccc5C4)CC[C@H]32)c1
    4, 5, 9, -2[16.7 µM], 1, 0.7, -3, -2
> CCC(=O)Nc1ccc2c(c1)OC[C@@H](C)N(C(=O)c1cnccn1)C[C@H](C)[C@H](OC)CN(C)C2=O
    -5, ?, -1, ., -1, -3.6, 4, 2
> C[C@H]1CN([C@@H](C)CO)C(=O)c2cc(NS(=O)(=O)c3cn(C)cn3)ccc2O[C@H]1CN(C)C(=O)Nc1ccccc1
    -2, -4, ., -3[16.7 µM], 2, 0.3, ., -16
> COc1ccc(C)cc1NC(=O)CSc1nnc(-c2ccc(OC)c(OC)c2)n1N
    1, 11, 13, -2, 0, ., 10, .
> Cc1noc(C)c1CN1C(=O)c2ccccc2C1=O
    -1, ., 4, ., -13, -0.5, -1, 11
> CN(c1ccccc1)S(=O)(=O)c1cccc(C(=O)OCC(=O)Nc2ccc(C(N)=O)cc2)c1
    -3, 1, 6, ., 2, 0.9, 3, .
> O=C(NCc1ccc(F)cc1)c1ccc(Br)o1
    -2, 4, -4, -1, -5, 0.4, 26, 0
